CHT inh: inhibits the human high affinity choline transporter; Q9GZV3; CHT-expressing cells, membrane potential dye, choline response; active compounds read low; B-score at 10 µM; 310,000 tested, 0.86% active; AID 488975;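 active = B-score over 3 SD under the library average, and starting fluorescence ratio not unusually high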;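 also: choline stimulus applied at its EC90 after an EC20 pre-addition; B-score computed on integrated fluorescence ratio after choline addition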
Target sequence (Q9GZV3 whole entry, looked up): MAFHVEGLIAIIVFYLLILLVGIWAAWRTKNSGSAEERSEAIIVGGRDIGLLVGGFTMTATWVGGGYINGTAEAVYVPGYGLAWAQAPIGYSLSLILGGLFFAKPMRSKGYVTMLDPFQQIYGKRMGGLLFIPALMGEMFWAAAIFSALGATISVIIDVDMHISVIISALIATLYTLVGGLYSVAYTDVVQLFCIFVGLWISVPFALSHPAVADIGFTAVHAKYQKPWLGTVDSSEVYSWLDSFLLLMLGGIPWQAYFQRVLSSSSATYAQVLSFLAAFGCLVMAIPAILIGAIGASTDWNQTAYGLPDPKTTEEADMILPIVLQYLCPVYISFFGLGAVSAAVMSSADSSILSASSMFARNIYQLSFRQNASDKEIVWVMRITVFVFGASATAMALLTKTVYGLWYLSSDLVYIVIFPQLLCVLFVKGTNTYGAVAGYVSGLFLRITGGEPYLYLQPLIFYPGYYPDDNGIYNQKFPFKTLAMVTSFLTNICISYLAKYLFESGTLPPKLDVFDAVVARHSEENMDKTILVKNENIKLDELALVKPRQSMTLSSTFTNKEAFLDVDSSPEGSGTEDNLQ
CHT PAM: allosterically activates the human high affinity choline transporter; 310,000 tested, 0.49% active; AID 488977; Q9GZV3; CHT-expressing cells, membrane potential dye, choline EC20; active compounds read high; LV-AA mutant CHT in HEK293 cells; B-score at 10 µM;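 active = initial fluorescence not abnormally high and integrated response B-score, plate-corrected, over 3 SD above library mean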
An asterisk follows results filed as active; i = inactive.

SMILES | CHT inh | CHT PAM
CN(C(=O)c1cncc(Br)c1)C1C2CC3CC(C2)CC1C3 (centres undefined) | i | i
COC(=O)c1ccc(NC(=O)CSc2nnc(C3CC3)n2C)cc1 | i | i
O=C(c1cccc(OC(F)F)c1)N1CCN(c2ncccn2)CC1 | i | i
O=C(Nc1ccc(N2CCOCC2)cc1)NC1CCCCC1 | i | i
COc1ccc(Nc2nnc(-c3ccc(O)cc3)c3ccccc23)cc1C(N)=O | i | i
O=C(NC1CCCCC1)C1c2ccccc2C(=O)N1Cc1ccco1 (centres undefined) | i | i
CCC1(C)Cc2c(sc3nc(SC)[nH]c(=S)c23)CO1 (centres undefined) | i | i
CCn1c(SCC(=O)c2cc(OC)ccc2OC)nnc1C1CC1 | i | i
CCCC(=O)N1CCc2cc(OC)c(OC)cc2C1c1cc2cc3c(cc2[nH]c1=O)OCO3 (centres undefined) | i | i
COC(=O)C1=C(C)N(C)C(=O)NC1c1cc(Cl)c(O)c(OC)c1 (centres undefined) | i | i
Cc1cc(C)cc(NC(=O)N(C)Cc2ccccc2)c1 | i | i
O=C(CSc1nc2ccccc2n1Cc1ccc(Cl)cc1)N/N=C/c1ccccc1C(=O)O | i | i
COC(=O)c1cc(Br)c(=O)n(CCN2CCCCC2)c1 | i | i
Cc1ccc(C)c(C(=O)N(Cc2nc(-c3ccc(Cl)cc3)no2)C(C)C)c1 | i | i
CC1c2cc3c(cc2CCN1C(=O)c1cccc(F)c1)OCCCO3 (centres undefined) | i | i
Cc1cc(N/N=C\c2ccccc2)nc(-c2ccccc2O)n1 | i | i
Cc1cc(C(=O)Nc2ccc(Br)cc2F)n(-c2ccccc2)n1 | i | i
Cc1nc2sc(C(c3ccc(F)cc3)N3CCOCC3)c(O)n2n1 (centres undefined) | i | i
COc1ccc(C(=O)N/N=C\c2ccc(OC)c(COc3ccccc3Br)c2)c(OC)c1 | i | i
CC(Sc1nnnn1-c1ccccc1)C(=O)Nc1ccc(Cl)cn1 (centres undefined) | i | i
COCc1cc(N2CCN(c3ccccc3F)CC2)nc(-c2ccccc2)n1 | i | i
Cc1cc(OC(=O)c2ccc(Cl)cc2Cl)nc(C)n1 | i | i
COc1ccc2[nH]c(C)c(C(=O)CN3CCOCC3)c2c1 | i | i
CC(=O)Nc1ccc(NC(=O)CSc2nnc(-c3cc4ccccc4o3)n2C)cc1 | i | i
O=S(=O)(c1ccc(Cl)cc1)N1CCN=C1SCc1cccc(Cl)c1 | i | i
COc1cc(NC(=S)N2CCN(c3ccccn3)CC2)cc(OC)c1 | i | i
O=C(CNC(=O)Cc1ccccc1)N=Nc1c(O)[nH]c2ccccc12 | i | i
Oc1ccc(Cl)cc1CNc1ccccn1 | i | i
Cc1ccc(NC(=O)Cn2cc(S(=O)(=O)c3ccc(C)cc3)c(=O)c3cc(F)ccc32)cc1 | i | i
C/C(=N/NC(=O)CNC(=O)Cc1ccccc1)c1ccc(Cl)cc1 | i | i

Arranged by length of the SMILES (falling): part of the list above
SMILES | CHT inh | CHT PAM
COc1ccc(C(=O)N/N=C\c2ccc(OC)c(COc3ccccc3Br)c2)c(OC)c1 | i | i
COC(=O)C1=C(C)N(C)C(=O)NC1c1cc(Cl)c(O)c(OC)c1 (centres undefined) | i | i
O=S(=O)(c1ccc(Cl)cc1)N1CCN=C1SCc1cccc(Cl)c1 | i | i
Cc1cc(C(=O)Nc2ccc(Br)cc2F)n(-c2ccccc2)n1 | i | i
O=C(c1cccc(OC(F)F)c1)N1CCN(c2ncccn2)CC1 | i | i

Later entries:
SMILES | CHT inh | CHT PAM
COc1ccc(C(=O)NNC(=S)NC(=O)c2ccc(Br)o2)cc1OC | i | i
CSc1ccccc1C(=O)NC1CCCCCC1 | i | i
O=C(NN=c1c(=O)c2ccccc2c1=O)c1ccccc1 | i | i
Cc1c(/C=N/NC(=O)c2cc(Br)ccc2O)c(=O)n(C)c(=O)n1C | i | i
CCCSc1nc(-n2ncc(C#N)c2N)c2c3c(sc2n1)CCC(C)C3 (centres undefined) | i | i
Cc1cc(C(=O)N/N=C2\CC(=O)CC(C)(C)C2)c(C)n1-c1ccccc1 | i | i
O=C(Nc1ccc(Cl)c(Cl)c1)C1=Cc2ccccc2OC1 | i | i
COc1ccc2oc(C(=O)Nc3ccccn3)c(C)c2c1 | i | i
CN1[C@@H]2CC[C@H]1CC(OC(=O)c1c[nH]c3ccccc13)C2 (some centres undefined) | i | i
CC(Oc1ccc2c3c(c(=O)oc2c1)CCCC3)C(=O)NCCCn1ccnc1 (centres undefined) | i | i
CN(C1=NC(=O)C(CC(=O)Nc2ccc(Br)cc2)S1)c1ccc(O)cc1 (centres undefined) | i | i
CCN(CC)C(=O)c1sc2c(c1C)c(=O)n(-c1ccc(C)c(C)c1)c(=O)n2CC(=O)NCC1CCCO1 (centres undefined) | i | i
COc1cccc([C@@H]2Oc3ccc(Br)cc3C(=O)[C@H]2OC(=O)NC2CCCC2)c1 | i | i
CCn1c(-c2cccs2)nc2ccccc21 | i | i
COCCCNC(=O)Cn1c(=O)oc2cc(S(=O)(=O)N3CC(C)CC(C)C3)ccc21 (centres undefined) | i | i
COc1ccccc1CNC(=O)[C@H](C)NC(=O)C1CCN(C(=O)[C@@H](N)CC(C)C)CC1 | i | i
C/C(N)=C(/C#N)C(=O)COC(=O)c1ccccc1C(=O)c1ccc(C)cc1 | i | i
CC(C)(O)C#Cc1ccc(CN2CCN(Cc3ccsc3)C(CCO)C2)cc1 (centres undefined) | i | i
Cc1ccc(C(=O)Oc2coc(CSc3nnc(NC(=O)C4CC4)s3)cc2=O)cc1 | i | i
Cn1c(=O)c2c(nc(SCCN3CCOCC3)n2C)n(C)c1=O | i | i
O=C(Cc1c(Cl)cccc1Cl)OCC(=O)N1CCN(C(=O)c2ccco2)CC1 | i | i
O=C(N1CCN(Cc2ccccc2)CC1)C12CC3CC(CC(C3)C1)C2 | i | i
Cc1ccc(S(=O)(=O)N2CCN(c3ccc(C(=O)N4CCOCC4)cc3[N+](=O)[O-])CC2)cc1 | i | i
Cc1ccc(-n2c(SCC(=O)Nc3cccc(S(=O)(=O)NC4=NCCCCC4)c3)nc3ccccc3c2=O)cc1C | i | i
CCOC(=O)c1c(O)c(Cl)c(C)[nH]c1=O | i | i
COc1ccc2nc(SCC(=O)NCc3ccc(OC)c(OC)c3)[nH]c2c1 | i | i
CC(=O)Nc1ccc(-c2csc(-c3cccnc3)n2)cc1 | i | i
CN(C)CCCn1c(-c2ccccc2)nc(=S)c2c1CCCC2 | i | i
Fc1ccc(Oc2cnns2)cc1 | i | i
Cc1cc(C)nc(SCC(=O)N/N=C/c2cccnc2)n1 | i | i

Given as a markdown table: 4 of the compounds above.
| smiles | CHT inh | CHT PAM |
| --- | --- | --- |
| CC(C)(O)C#Cc1ccc(CN2CCN(Cc3ccsc3)C(CCO)C2)cc1 (centres undefined) | i | i |
| Cn1c(=O)c2c(nc(SCCN3CCOCC3)n2C)n(C)c1=O | i | i |
| C/C(N)=C(/C#N)C(=O)COC(=O)c1ccccc1C(=O)c1ccc(C)cc1 | i | i |
| COc1ccc2nc(SCC(=O)NCc3ccc(OC)c(OC)c3)[nH]c2c1 | i | i |

The list continues.
SMILES | CHT inh | CHT PAM
CCN(CC)c1ccc(/C=N/Nc2ccc(C)cc2)c(O)c1 | i | i
Oc1ccccc1CNc1ccc2c(c1)OCCO2 | i | i
COCCn1nnnc1C(c1ccccc1OC)N1CCc2ccccc2C1 (centres undefined) | i | i
O=C(CCS(=O)(=O)c1ccc(Cl)cc1)N1CCN(c2ccccc2F)CC1 | i | i
COc1ccc(-c2[nH]ncc2C2N=C(N)Nc3nc4ccccc4n32)cc1 (centres undefined) | i | i
CCOc1ccc(NC(=O)CN2CCN(CC(=O)Nc3cc(OC)cc(OC)c3)CC2)cc1 | i | i
CCN(CC)CCCN1C(=O)CSC1c1ccc2c(c1)OCO2 (centres undefined) | i | i
CC(=O)c1c(C(C)=O)c(C)n(Cc2ccccc2)c1C | i | i
Cn1c(=O)c2c(nc(OCc3ccccc3)n2C)n(C)c1=O | i | i
CCSc1nc(=S)n(Cc2ccccc2)c(C)c1C(C)=O | i | i
C=CCSc1nc2[nH]ncc2c(=O)[nH]1 | i | i
O=C(OCC#CCSc1nnc(-c2ccc([N+](=O)[O-])cc2)o1)c1cccs1 | i | i
O=C(CCSc1ccccc1)NCCSCc1ccccc1 | i | i
O=C(c1ccc(N2C(=O)C3CC=C(Cl)CC3C2=O)cc1)N1CCOCC1 (centres undefined) | i | i
COc1cc(NC(=O)COc2ccccc2Cl)ccc1NC(=O)c1cccs1 | i | i

Random excerpt: 4 entries already listed.
SMILES | CHT inh | CHT PAM
COCCn1nnnc1C(c1ccccc1OC)N1CCc2ccccc2C1 (centres undefined) | i | i
CCN(CC)CCCN1C(=O)CSC1c1ccc2c(c1)OCO2 (centres undefined) | i | i
O=C(CCSc1ccccc1)NCCSCc1ccccc1 | i | i
Oc1ccccc1CNc1ccc2c(c1)OCCO2 | i | i

Later entries.
SMILES | CHT inh | CHT PAM
Cc1ccc(CSc2nnc(-c3ccncc3)n2C)cc1 | i | i
O=C(O)C1=CC[C@@H](c2ccc(Cl)cc2)N(S(=O)(=O)c2ccc(Cl)cc2)C1 | i | i
Cc1cc(C(=O)N/N=C/c2ccc(N3CCOCC3)cc2)c(C)o1 | i | i
CCCCn1c(N)c(N(CCC(C)C)C(=O)c2ccc3c(c2)OCO3)c(=O)[nH]c1=O | i | i
CN(CC(=O)N1CCc2ccccc2C1)S(=O)(=O)c1ccc2c(c1)c(=O)n(C)c(=O)n2C | i | i
Clc1ccc(-c2ccccc2)nn1 | i | i
CCOC(=O)CCSc1cc(C)c2ccccc2n1 | i | i
C#CCOc1ccc(C2C3=C(CCCC3=O)N(CC(=O)O)C3=C2C(=O)CCC3)cc1Br | i | i
COc1ccc(S(=O)(=O)NCCc2cn3nc(C)c(C)nc3n2)cc1C | i | i
CC1(c2cccc(Br)c2)NC(=O)N(CC(=O)Nc2ccc(S(N)(=O)=O)cc2)C1=O (centres undefined) | i | i
Cc1ccc(C(=O)N/C(=C\c2ccc(-c3cccc([N+](=O)[O-])c3)o2)C(=O)NCCCN2CCOCC2)cc1 | i | i
CC(C)OC(=O)c1ccc(Cn2nnc3ccccc3c2=O)cc1 | i | i
COCCCn1c(SCC(=O)Nc2oc(C)c3c(C)n[nH]c(=O)c23)nc2ccccc2c1=O | i | i
CC(=O)c1ccc(N2CCN(S(=O)(=O)c3ccccc3)CC2)c(F)c1 | i | i
COc1ccc(-c2n[nH]c3c2CN(C(=O)c2ccc(OC)c(OC)c2)CC3)cc1 | i | i
O=C(Nc1cccs1)Nc1c(F)c(F)c(F)c(F)c1F | i | i
NC(N)=NCCC[C@H](NC(=O)OCc1ccccc1)C(=O)O | i | i
Cc1ccc(C)c2[nH]c(=O)c(CN(CC3CCCO3)S(=O)(=O)c3ccc4c(c3)OCCO4)cc12 (centres undefined) | i | i
Cc1ccc2c(c1)c1c(n2C)-c2[nH]ncc2CC1 | i | i
CCCN1CCN(CCCNC(=O)Cn2ncc3c4ccccc4n(C)c3c2=O)CC1 | i | i
COCCn1c(C)cc(C(=O)COc2cccnc2[N+](=O)[O-])c1C | i | i
O=C(Cn1c(=O)oc2cc(S(=O)(=O)N3CCCC3)ccc21)NCc1ccc(F)cc1 | i | i
Cc1cc(F)ccc1S(=O)(=O)N1CCC2(CC1)OCCN2S(=O)(=O)c1cccs1 | i | i
O=C(CN1CCCCCC1)NCC1CCCO1 (centres undefined) | i | i
Cc1ccc(-c2nn3c(C)nnc3s2)cc1NC(=O)c1ccc(-c2ccc(Cl)cc2Cl)o1 | i | i
CC1CCC(C(=O)NNC(=O)c2cc(-c3ccco3)[nH]n2)CC1 (centres undefined) | i | i
O=C(NC12CC3CC(CC(C3)C1)C2)c1cncc(Br)c1 | i | i
CCOc1ccc(C(NC(=O)c2ccco2)c2ccc(OC)c(OC)c2)cc1 (centres undefined) | i | i
O=C(c1ccc([N+](=O)[O-])cc1[N+](=O)[O-])N1CCc2ccccc21 | i | i
Cc1ccc(S(=O)(=O)N(C)c2ccc3c(ncn3C)c2[N+](=O)[O-])cc1 | i | i
CCN(CC)C(=O)C1CCCN(c2ccc([N+](=O)[O-])cc2/C=N/NC(=O)c2ccccc2)C1 (centres undefined) | i | i
CCc1nnc(NC(=O)CCN2C(=O)c3ccccc3C2=O)s1 | i | i
COc1cc2c(cc1OC)CN(C(=O)CCN1C(=O)C3CCCCC3C1=O)CC2 (centres undefined) | i | i
O=C(CCCCCCCC(=O)NCC1CCCO1)NCC1CCCO1 (centres undefined) | i | i
COc1ccccc1OCc1ccc(C(=O)Nc2ccccc2F)cc1 | i | i
CC1(C)Cc2c(c(N3CCOCC3)nc3sc4c(NCc5ccccc5)nnnc4c23)CS1 | i | i
Cc1c(Nc2ccc(C=O)cc2)c(=O)n(-c2ccccc2)n1C | i | i
COC(=O)CCC(=O)OC1(C)C(=O)C=C2C=C(C3CC3)N(c3ccccc3)C=C2C1=O (centres undefined) | i | i
Cc1ccc(S(=O)(=O)NCc2cccnc2)cc1C | i | i
Cc1cccnc1NC(=O)c1ccc(Cl)c(S(=O)(=O)N2CCCCC2)c1 | i | i
COc1ccc(CC(CC(=O)O)C(=O)Nc2ccc(OC)cc2)cc1 (centres undefined) | i | i
CCCCCCCCCCn1ccc(=N)cc1 | i | i
CC1CN(CCC(=O)Nc2ccc3c(c2)OCO3)CC(C)O1 (centres undefined) | i | i
CCCCCCSc1cc(-c2nc3ccc(C)cn3c2NCc2ccccc2)ccc1OC | i | i
CC(C)[C@H](NC(=O)c1ccccc1)C(=O)OCC(=O)NCCc1ccc(F)cc1 | i | i
CCCCCCCCCC[N+](C)(C)CC/C=C1/c2ccccc2Sc2ccc(Cl)cc21 | i | 8.2*
COCCNC(=O)CSc1nc2sccc2c(=O)n1-c1ccccc1 | i | i
Cc1ccc(S(=O)(=O)Cn2nnnc2C(CC(C)C)N2CCC(C(N)=O)CC2)cc1 (centres undefined) | i | i
